Screening data from PubChem.
MPTP inh: inhibitors of mitochondrial permeability transition pore; isolated mouse mitochondria, Ca2+ swelling absorbance, 30 min; 1.4% of 360,000 active; inhibition, % at 10 µM;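 active = inhibition of 50% or more, scaled per plate between neutral and stimulator controls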;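 also: 0% = DMSO wells given calcium and 100% = 1 mM EGTA wells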
beta cell repl: induces beta-cell replication in MIN6 cells; MIN6 cells proliferation, ATPlite luminescence, 48 h; cells starved in 0.2% serum; 100% = growth in 10% serum; proliferation, % at 10 µM; 0.29% of 330,000 active;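 active = compounds whose signal lies at least 3.5 SD above the mean of all wells on their plate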;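 also: 0% = DMSO-treated cells in low-serum medium and 100% = 10% serum control; some compounds called inactive have numbers as strong as hits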
A3A deaminase: blocks human APOBEC3A ssDNA deamination. recombinant A3A, FAM/TAMRA ssDNA deamination fluorescence. inhibition, % at 20 µM. 0.41% of 330,000 active. AID 493011;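 active = at least 40% inhibition at 20 µM here, with at most 30% in a related deaminase screen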;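 also: plate controls were A3A with DMSO for no effect and wells lacking A3A enzyme for full effect; some results filed as inactive read as strong as hits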
Target sequence (P31941 whole entry, looked up): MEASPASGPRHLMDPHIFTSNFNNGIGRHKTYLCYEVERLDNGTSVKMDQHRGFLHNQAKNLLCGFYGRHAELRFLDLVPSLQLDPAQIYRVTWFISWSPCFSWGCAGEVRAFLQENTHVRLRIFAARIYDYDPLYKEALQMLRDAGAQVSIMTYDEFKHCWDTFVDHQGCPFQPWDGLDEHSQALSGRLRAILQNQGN
hIAP block: blocks human intestinal alkaline phosphatase; 0.12% of 330,000 active; inhibition, % at 10 µM; P09923; purified IAP, CDP-Star luminescence, 30 min;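 active = inhibition reaching a set limit with compound at 10 µM in the primary screen, cut at about 35% in these data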;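 also: plate controls were DMSO wells with enzyme for no effect and no-enzyme buffer wells for full effect; values of inactives mirror those of a sister screen read the other way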
A3G deaminase: APOBEC3G (human) deaminase inhibition | Q9HC16 | recombinant A3G, ssDNA deamination FAM/TAMRA fluorescence | inhibition, % at 20 µM | 0.28% of 330,000 active;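 active = inhibition of at least 40% at 20 µM, with no more than 30% in the related APOBEC3A deaminase screen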;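 also: plate controls were DMSO wells with A3G for no effect and wells lacking A3G enzyme for full effect; some compounds called inactive have numbers as strong as hits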
Target sequence (Q9HC16 whole entry, looked up): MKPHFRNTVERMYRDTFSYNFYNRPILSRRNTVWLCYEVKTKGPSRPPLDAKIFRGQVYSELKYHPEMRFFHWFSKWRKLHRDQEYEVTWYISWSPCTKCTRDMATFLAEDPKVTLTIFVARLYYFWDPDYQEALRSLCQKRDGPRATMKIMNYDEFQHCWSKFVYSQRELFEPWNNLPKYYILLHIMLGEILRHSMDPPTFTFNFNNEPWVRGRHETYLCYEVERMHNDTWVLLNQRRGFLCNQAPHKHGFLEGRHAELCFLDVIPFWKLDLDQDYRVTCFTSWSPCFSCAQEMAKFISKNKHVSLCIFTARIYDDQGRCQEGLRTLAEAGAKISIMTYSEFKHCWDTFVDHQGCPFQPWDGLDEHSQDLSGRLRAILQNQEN
mIAP inh: blocks mouse intestinal alkaline phosphatase | 0.2% of 330,000 active | inhibition, % at 10 µM | purified mouse IAP, CDP-Star luminescence, 30 min | AID 2806;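 active = inhibition of at least 40% at 10 µM in the primary screen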;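 also: plate controls were DMSO with enzyme for no effect and no enzyme wells for full effect; values of inactives mirror those of a sister screen read the other way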
hIAP activ: human IAP activation; P09923; 0.16% of 330,000 active; purified human IAP, CDP-Star luminescence, 30 min; active compounds read high; 1 = vehicle-only enzyme, 0 = enzyme-free background; activation factor at 10 µM;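 active = activation factor of the enzyme at least 2-fold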; also: the source names both 10 and 20 µM as test concentration; values of inactives mirror those of a sister screen read the other way
ATG4B inh: ATG4B (human) cysteine protease inhibition; 0.51% of 340,000 active; AID 504462; ATG4B cleavage of LC3-PLA2, NBD-HPC fluorescence, 1 h; inhibition, % at 8.33 µM; in the data active = inhibition above about 40%
Target sequence (Q9Y4P1 whole entry, looked up): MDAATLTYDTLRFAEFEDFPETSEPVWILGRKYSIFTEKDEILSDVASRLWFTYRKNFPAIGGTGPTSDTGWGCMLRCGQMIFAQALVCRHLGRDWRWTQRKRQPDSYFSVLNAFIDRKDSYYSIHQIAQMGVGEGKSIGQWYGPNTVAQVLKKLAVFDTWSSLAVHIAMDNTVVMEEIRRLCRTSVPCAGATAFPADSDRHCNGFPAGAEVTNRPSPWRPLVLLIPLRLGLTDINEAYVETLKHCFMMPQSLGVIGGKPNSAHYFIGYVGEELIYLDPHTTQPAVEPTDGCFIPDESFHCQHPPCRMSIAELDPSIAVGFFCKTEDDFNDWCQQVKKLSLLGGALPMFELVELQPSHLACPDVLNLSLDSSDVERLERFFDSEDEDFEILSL
mIAP activ: increases mouse intestinal alkaline phosphatase activity; AID 2805; muIAP, CDP-Star luminescence, 30 min; active compounds read high; 1 = vehicle-only enzyme signal, 0 = enzyme-free wells; activation factor at 10 µM; 0.24% of 330,000 active;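 active = activation factor of at least 2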; also: the source names both 10 and 20 µM as test concentration; values of inactives mirror those of a sister screen read the other way
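System: mouse IAP enzyme. Reagent: CDP-Star chemiluminescent phosphatase substrate. Benchmarks: DMSO wells, no-enzyme wells. Times: 30 min enzyme-substrate-compound incubation at room temperature. Detection: luminescence from enzymatic CDP-Star hydrolysis. Doses: test compounds delivered from DMSO solution.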
The depositor's hits bear a star; . = not tested or not shown.

SMILES	MPTP inh	beta cell repl	A3A deaminase	hIAP block	A3G deaminase	mIAP inh	hIAP activ	ATG4B inh	mIAP activ
Cn1c(=O)n(C)c2cc(NC(=O)CSc3ccccc3)ccc21	0.8	0.0	-1.5	-14.4	-10.7	0.0	1.14	4.9	1
CC(=O)N1CCc2c(sc(NC(=O)Cc3ccc(F)cc3)c2C(N)=O)C1	0.5	1.4	-5.7	-26.3	-6.0	8.4	1.26	4.3	0.916
O=C1CC2C(=O)NCCN2C(=NC(=O)c2ccc(Cl)cc2)N1 (stereo not given)	2.0	-3.4	-0.1	1.9	-6.3	-6.2	0.981	-7.3	1.06
CCCCC(=O)Nc1ccc2c(c1)nc(CCN1CCN(c3ccccn3)CC1)n2C	-1.3	-1.3	1.9	-3.3	1.2	-2.2	1.03	-4.9	1.02
C[C@@]12C(=O)N(Cc3ccccc3)CC(=O)N1[C@H](/C=C/c1ccccc1)[C@@H]1C(=O)N(c3ccccc3)C(=O)[C@@H]12	.	-3.1	-2.2	7.4	-10.0	-4.6	0.926	-16.4	1.05
COc1ccc2cc(CCNC(=O)C3CCCC3)c(=O)[nH]c2c1	-0.6	0.2	-1.7	0.1	-7.6	7.4	0.999	2.2	0.926
CN(C)CC/C=C1\c2ccccc2CSc2ccccc21	2.3	-7.5	-2.3	9.9	-4.4	3.0	0.901	-4.1	0.97
CCOC(=O)c1c(/N=C/C2=C(O)CC(C)(C)CC2=O)sc(C)c1C	1.5	-4.3	-1.7	18.0	-3.1	2.7	0.82	62.4*	0.973
CN(C)c1ccc(NC(=O)CSc2nc3c(c(=O)[nH]2)CCCC3)cc1	1.7	-0.4	-2.1	12.1	-2.3	8.7	0.879	-4.5	0.913
O=C(CSc1ncnc2sccc12)Nc1ccc(S(=O)(=O)N2CCOCC2)cc1	-0.1	-1.3	-2.6	-6.5	-4.5	1.3	1.06	-7.5	0.987
COc1ccc(S(=O)(=O)N(C)c2ccc(C(=O)N3CCCCC3)cc2)cc1OC	8.1	-0.6	-3.2	-4.5	-7.5	-5.0	1.04	-4.0	1.05
O=C(CCSCc1cccc(Cl)c1)NCCC1=CCCCC1	20.9	0.1	-1.7	5.0	-4.5	-15.3	0.95	46.4*	1.15
O=C(NN1CCOCC1)c1ccc(Cl)c([N+](=O)[O-])c1	-0.3	-3.1	-3.4	-15.8	-5.6	-0.1	1.16	-3.0	1
Brc1ccccc1/C=N/Nc1ccc2ccccc2n1	5.9	0.0	1.4	-9.6	-2.8	6.8	1.09	-1.5	0.932
CC[C@]12c3[nH]c4ccccc4c3CCN1C(=O)C(CC(=O)NCc1cccc(C(F)(F)F)c1)C[C@@H]2C(=O)N1CCN(C(=O)C2CC2)CC1 (stereo not given in full)	0.1	-3.0	-3.6	-1.3	-4.9	-0.2	1.01	4.8	1
Cc1nn(-c2ccccc2)c(Cl)c1C(=O)Nc1nnc(C2CCCC2)s1	-0.8	2.6	-1.1	4.9	-0.7	1.6	0.951	-17.0	0.984
CC(C)(C)NC(=O)COC(=O)c1ccccc1Oc1ccccc1	1.0	-1.1	0.8	-8.5	-3.2	4.3	1.08	-12.7	0.957
COCc1c(C(=O)OCC(=O)c2c(N)n(CC(C)C)c(=O)n(C)c2=O)oc2ccccc12	2.5	-3.9	0.7	0.7	-3.7	-3.8	0.993	5.6	1.04
COc1ccc(NS(=O)(=O)c2ccc(N3CCOCC3)c(NC(=O)c3ccc(F)cc3)c2)cc1	73.4*	0.3	-1.4	-4.7	0.6	7.6	1.05	0.8	0.924
Cc1cccc(/C=N/NC(=O)c2cc(-c3cccnc3)nc3c2c(C)nn3-c2ccccc2)c1	4.0	0.0	-1.7	22.5	-1.3	10.2	0.775	-7.2	0.898
COc1cccc(C(=O)N/N=C/c2ccc(Oc3ccc([N+](=O)[O-])cn3)c(OC)c2)c1	1.2	-3.0	59.2*	-1.6	19.2	-4.5	1.02	-8.4	1.04
CCOC(=O)c1c(N)sc(N)c1C(=O)OCC	0.0	-2.8	2.5	-3.0	6.2	18.2	1.03	-6.4	0.818
CC(C)(C)NC(=O)CN(C(=O)CCC(=O)Nc1nccs1)c1ccc(F)c(Cl)c1	-0.1	-1.7	1.0	13.4	-4.6	8.0	0.866	2.0	0.92
NS(=O)(=O)c1ccc(Cl)cc1[N+](=O)[O-]	-0.1	-4.5	-3.6	-0.9	-9.8	-2.6	1.01	2.2	1.03
Cc1ccc(OCCNC(=O)Cc2ccc(S(=O)(=O)N3CCOCC3)s2)cc1	0.0	3.8	5.7	-6.6	22.9	-3.2	1.07	2.8	1.03

(listing goes on)
SMILES	MPTP inh	beta cell repl	A3A deaminase	hIAP block	A3G deaminase	mIAP inh	hIAP activ	ATG4B inh	mIAP activ
CSc1ccccc1NC(=O)CSc1nnc(Cc2ccccc2)o1	-1.4	0.0	-0.3	-13.6	-5.6	6.0	1.14	-1.5	0.94
CCc1ccc(NC(=O)CCCN2C(=S)NC(C)(C)CC2C)cc1 (stereo not given)	-0.1	2.9	-5.7	-0.4	-5.6	-1.2	1	5.1	1.01
NC(=O)C1=C[C@H](c2ccccc2)C[C@H](OCc2ccc(CO)cc2)O1	0.5	4.7	2.3	11.3	-6.4	20.4	0.887	-16.0	0.796
COc1ccc(CN2C(=O)C(Cc3ccccc3)Nc3ncnc(N4CCc5ccccc5C4)c32)cc1 (stereo not given)	.	-7.9	0.8	23.9	-6.6	-3.2	0.761	.	1.03
O=S(=O)(c1ccccc1)c1nc(-c2ccccc2Cl)oc1NCCN1CCOCC1	-2.3	-1.4	1.0	-5.1	-0.5	9.5	1.05	-4.6	0.906
C=C[C@]1(C)C=C2CC[C@H]3[C@@](C)(CCC[C@@]3(C)C(=O)O)[C@@H]2CC1	35.7	-5.6	-0.5	-3.8	-7.5	0.5	1.04	12.0	0.995
CC1CC(C)CN(C(=O)Cn2nnc(-c3ccccc3)n2)C1 (stereo not given)	-0.2	-1.0	-0.5	3.8	-6.3	-0.2	0.962	-1.1	1
Cc1nc2cc(NC(=O)Nc3nccs3)ccc2n1C	0.4	-3.5	0.4	6.6	-2.5	1.2	0.934	-8.2	0.988
Cc1ccc(C(=O)NNC(=O)C2CCN(c3ncccn3)CC2)cc1	0.1	-0.9	4.5	1.6	-0.6	-1.7	0.984	5.2	1.02
Cc1ccc(C)c(NC(=O)Cn2cc(C(=O)C3CC3)c3ccccc32)c1	1.8	5.6	70.7*	20.9	17.6	-9.2	0.791	4.0	1.09
Cc1ccccc1NCC(=O)N/N=C\c1ccc2c(c1)OCO2	1.1	1.1	0.7	3.4	2.3	-4.7	0.966	-0.9	1.05
Cc1ccc(-n2nnnc2SCC(=O)Nc2ncc(Cc3ccccc3Cl)s2)cc1	-2.8	-3.6	0.6	-9.3	-1.0	7.1	1.09	8.1	0.929
CC(C)NC(=O)N(C)C[C@@H]1Oc2c(NS(=O)(=O)c3ccccc3)cccc2C(=O)N([C@@H](C)CO)C[C@@H]1C	0.9	-1.9	-1.0	2.2	-5.7	0.1	0.978	-1.1	0.999
COc1ccc(NC(=O)NCc2cccnc2)c(OC)c1	-0.3	-1.6	-1.6	-26.1	-5.1	-2.7	1.26	5.0	1.03
COc1ccc(C2OCC3(CO2)SC(=O)NC3=O)cc1OC (stereo not given)	-0.6	0.1	-2.6	12.5	-3.1	3.7	0.875	4.9	0.963
COc1ccc(CNC(=O)C(c2ccc(C)o2)N(C(=O)c2snc(C(N)=O)c2N)c2ccccc2OC)cc1 (stereo not given)	1.7	-1.5	-0.3	-2.5	-3.0	-10.7	1.02	14.8	1.11
N=c1n(CCN2CCCCC2)c2ccccc2n1CC(=O)c1cccs1	-0.5	-2.6	2.0	-7.2	-6.4	1.1	1.07	-7.7	0.989
CCc1nnc(NC(=O)c2cccc(OC)c2)s1	-1.3	-0.9	-1.9	5.7	-0.8	-1.4	0.943	2.9	1.01
Cn1c(CNC(=O)c2ccco2)nnc1SCC(=O)Nc1ccc(Br)cc1F	-0.6	0.0	-0.1	4.9	0.8	4.6	0.951	3.4	0.954
O=C(N/N=C/c1cc(Br)c(O)c([N+](=O)[O-])c1)C(O)(c1ccccc1)c1ccccc1	4.7	-0.6	2.2	7.2	-0.6	26.4	0.928	17.8	0.736
COc1ccc(N2CCN(S(=O)(=O)c3ccc(C(=O)NCc4ccco4)cc3)CC2)cc1	2.6	-2.5	-2.6	-5.1	0.1	10.9	1.05	-4.2	0.891
Cc1ccc(S(=O)(=O)N2CCN(C(=O)COC(=O)c3c(C)cc(C)cc3C)CC2)c(C)c1	-1.5	-3.7	0.0	11.8	-7.3	0.5	0.882	-6.2	0.995
CCC(C)NC(=O)CN(c1ccc(OC)cc1)S(=O)(=O)c1ccc(NC(C)=O)cc1 (stereo not given)	-1.2	1.5	-3.1	10.6	-4.9	1.6	0.894	-13.0	0.984
COc1cc(OC)cc(-c2c(C#Cc3ccsc3)c3cc(-c4cc(OC)c(OC)c(OC)c4)ccc3n2C)c1	0.6	-3.8	4.9	12.6	30.2	0.5	0.874	0.6	0.995
COc1cc(C2C(C#N)=C(N)Oc3cc(C)n(CCc4ccccc4)c(=O)c32)cc2c1OCO2 (stereo not given)	-2.7	1.1	-3.0	11.3	-5.2	-12.8	0.887	-11.1	1.13
CCCCSc1nnc(-c2ccc(NC(=O)CCc3ccccc3)cc2)n1C	4.7	-2.0	-0.2	-2.0	-1.8	4.3	1.02	0.7	0.957
CNC(=S)N1N=C(c2ccccc2)CC1c1ccc(OC)c(OC)c1 (stereo not given)	-0.1	-1.1	1.7	0.2	5.7	-0.2	0.998	-2.2	1
CCOc1ccc(NC(=O)c2cccc3c2C(=O)N(CC2CCCO2)C3)cc1 (stereo not given)	-0.6	8.0	3.0	-6.0	-4.1	1.6	1.06	-14.4	0.984
NC(=O)Nc1ccc(C(=O)OCC(=O)NCc2ccc3c(c2)OCO3)cc1	-0.4	-0.3	4.8	-9.2	-3.1	-12.9	1.09	-2.5	1.13
COc1cc2c(cc1OC)C(C(=O)NCc1ccco1)C1c3ccccc3CCN1C2=O (stereo not given)	-0.9	9.4*	-0.5	-2.9	0.6	-0.6	1.03	-18.8	1.01
